From PubChem BioAssay
RORgamma inh: ROR gamma (mouse) transcription inhibition. 310,000 tested, 5.4% active. Drosophila S2 Gal4-RORgamma UAS-luciferase reporter, 20 h. Potency, µM (top dose mostly 53.6 µM), without a hit: at the highest dose activity change, negative = inhibition, hits mostly inhibitors; further: nearly all actives have a fitted effect of over 60% in size
Target sequence (P51450 whole entry, looked up, the tested form may be a part): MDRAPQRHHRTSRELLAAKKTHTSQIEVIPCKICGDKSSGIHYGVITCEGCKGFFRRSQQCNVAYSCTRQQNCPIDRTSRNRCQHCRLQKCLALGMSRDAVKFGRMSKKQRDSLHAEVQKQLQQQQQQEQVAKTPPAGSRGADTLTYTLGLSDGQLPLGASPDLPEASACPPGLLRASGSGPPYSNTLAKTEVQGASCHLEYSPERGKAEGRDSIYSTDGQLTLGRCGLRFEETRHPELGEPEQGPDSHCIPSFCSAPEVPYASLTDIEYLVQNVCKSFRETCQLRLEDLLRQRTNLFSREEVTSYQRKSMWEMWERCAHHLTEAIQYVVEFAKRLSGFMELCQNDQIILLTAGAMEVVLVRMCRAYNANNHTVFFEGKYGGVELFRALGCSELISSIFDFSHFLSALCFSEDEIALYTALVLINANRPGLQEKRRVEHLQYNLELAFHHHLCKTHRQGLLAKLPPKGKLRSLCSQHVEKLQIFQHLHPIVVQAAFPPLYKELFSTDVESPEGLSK
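Stably transfected Drosophila Schneider cells are the test system, with ROR gamma fused to Gal4 and luciferase under UAS control; luminescence is read after 20 hr of 700 uM copper sulfate induction at ambient temperature.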
VP16 counter: inhibits Gal4-VP16 luciferase reporter, ROR gamma counter-screen; 310,000 tested, 3.5% active; Drosophila S2 Gal4-VP16 UAS-luciferase, luminescence, 20 h; Potency, µM (titrated, usually from 53.6 µM), inactives show at the highest dose activity, negative = inhibition, hits mostly inhibitors;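 further: Gal4-VP16 expression switched on by copper sulfate through the metallothionein promoter; nearly all actives have a fitted effect of over 50% in size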
* = called active by the depositor; ? = inconclusive; & = joins results of further samples; [ ] = remark or other dose. The call rests on the fitted dose curve; in most records, active means well fitted curve in the direction sought with a large enough effect; inconclusive means small, poorly fitted or top-dose-only effect, or another doubt; inactive means no such curve, though single readings can be large; an effect the other way counts as inactive or inconclusive. On the % scale 0 is the no-effect control and ±100 the full control effect; potency means the concentration at half of the fitted maximal effect.

SMILES	RORgamma inh	VP16 counter
C=CCCN(Cc1ccc(OC)cc1)S(=O)(=O)c1ccccc1Br	-14.5%	-0.4%
COCOc1ccc(OC)cc1C(=O)C1O[C@H]1c1ccc(OC)c(Br)c1 (stereo partly specified)	-19.1%	-1.2%
N#Cc1cccc(-c2cncnc2NCc2ccccc2)c1	22.4%	-4.0%
CCC1Cc2cc(O)ccc2C2=C1c1ccc(O)cc1CC2CC (stereo unspecified)	?	12.6µM*
COC(=O)C1(C(C)=O)CC2=CC[C@H]3C(=O)N(c4ccccc4)C(=O)[C@H]3[C@@H]2Cc2ccccc2[C@@H]1C[N+](=O)[O-] (stereo partly specified)	-15.9%&3.2%	-6.9%&-2.6%
C=CCOC[C@@H]1CN2[C@H](c3ccc(Br)cc3)[C@@H](C)CC[C@H]2C(=O)O1	16.6%	2.8%
O=C(O)c1nc2cc(Cl)c(Cl)cc2[nH]c1=O	-1.1%	-2.9%
COc1ccc(-c2cc(C3C4C=CCCC4(C)C(=O)N3Cc3ccccc3)ccc2F)cc1 (stereo unspecified)	10.0%	-1.7%
CCOc1ccccc1-c1nnc2n1N=C(c1ccc(OC)cc1)CS2	?	-2.9%
CCOc1ccccc1-c1nnc2n1N=C(c1cc(OC)cc(OC)c1)CS2	?	16.1%
CCN1CCCC1Cn1c(-c2ccccc2)nc2c(NCc3ccccc3)nc(C)nc21 (stereo unspecified)	-45.0%	17.1%
COc1ccc(-c2ccc(C3C4C=CCCC4(C)C(=O)N3Cc3ccccc3)c(F)c2)cc1OC (stereo unspecified)	?	1.5%
COCC(=O)N1CCC[C@@]2(CCN(Cc3ccccc3OC)C2)C1	-1.6%	-3.1%
O=C1NN(C(=O)Nc2ccc(Br)cc2)C(c2ccccc2)C1c1ccccc1 (stereo unspecified)	8.1%	4.9%
COc1cccc(Cn2c(=O)c(CCc3ccccc3)nc3cnc(OC)nc32)c1	22.8%	-4.4%
O=[N+]([O-])c1ccc(Cl)cc1Cl	3.3%	-5.5%
COc1cccc(-c2cc(NCc3ccccc3)ncn2)c1	-9.3%	26.1%
CC(C)(C)OC(=O)NCCCCC1=CC2=CC(=O)C(C)(OC(=O)c3cnc4ccccc4n3)C(=O)C2=CO1 (stereo unspecified)	17.0%	1.3%
COC(=O)[C@@]1(Cc2ccc(OC)cc2)[C@H]2c3cc(C(=O)N4CCCC4)n(Cc4cc(F)c(F)c(F)c4)c3C[C@H]2CN1C(=O)c1ccccc1	3.7%	1.4%
CC(C)C[C@H](NC(=O)[C@H](CO)NC(=O)CNC(=O)[C@H](CCCCN)NC(=O)[C@H](CCCN=C(N)N)NC(=O)[C@H](C)NC(=O)[C@H](Cc1ccccc1)NC(=O)[C@@H](N)CCCN=C(N)N)C(=O)N[C@@H](CCCN=C(N)N)C(=O)N[C@@H](CCC(N)=O)C(=O)N[C@@H](CCCCN)C(=O)N[C@@H](CC(N)=O)C(=O)N[C@H](C(=O)O)C(C)C	31.8%	0.3%
COc1c2c(cc3c1C(CC(O)C(C)C)N(C)CC3)OCO2 (stereo unspecified)	-1.7%	-3.8%
CC(C)CN1CCCC2(CCN(C(=O)c3csnn3)CC2)C1	-17.8%	-2.9%
CCN1C(C)=C(C(=O)OC)C(c2ccccc2)N2C(=O)[C@@]3(C(=O)OC)O[C@@]12C1C(=O)N(c2ccccc2)C(=O)C13 (stereo partly specified)	-1.1%[10 µM]	-1.3%[10 µM]
CN(C)c1ncnc2ccc(-c3ccc4c(c3)OCO4)cc12	-3.3%	-3.0%
CC[C@H](C)[C@H](N)C(=O)N[C@H](C(=O)N[C@@H](CO)C(=O)N[C@@H](C)C(=O)N[C@H](C(=O)N[C@H](C(=O)NCC(=O)N[C@H](C(=O)N[C@@H](CC(C)C)C(=O)O)[C@@H](C)CC)C(C)C)C(C)C)[C@@H](C)CC	15.8%	-0.8%
CCCn1c(-c2ccc(F)cc2)nc2c(NCCN(C(C)C)C(C)C)nc(C)nc21	-29.5%	-5.7%
COc1ncc2nc(-c3ccccc3)c(=O)n(C)c2n1	1.8%	-8.2%
CC(CN(C)C)CN1c2ccccc2Sc2ccc(C(F)(F)F)cc21 (stereo unspecified)	10.9%	-7.1%
COc1ccc(C(=O)N2CCC3(CCCN(C(=O)Nc4cccc(C#N)c4)C3)CC2)cc1	15.8%	0.0%
O=S(=O)(CCc1ccccc1)c1nc2ccccc2s1	-31.9%	-9.4%
Cc1ncc2c(c1O)COP(=O)(O)OC2	1.6%	-2.8%
CC[C@H](C)[C@H](NC(=O)[C@H](Cc1ccc(O)cc1)NC(=O)[C@@H](NC(=O)[C@H](CCCN=C(N)N)NC(=O)[C@@H](N)CC(=O)O)C(C)C)C(=O)N[C@@H](Cc1cnc[nH]1)C(=O)N1CCC[C@H]1C(=O)N[C@@H](Cc1ccccc1)C(=O)N[C@@H](Cc1cnc[nH]1)C(=O)N[C@@H](CC(C)C)C(=O)O	4.7%	8.3%
C=CC(=O)N1C(=O)c2ccccc2S1(=O)=O	16.9%	-15.1%
C[C@@H]1C=CCC(=O)OC[C@H](C)C(=O)OC[C@H]2O[C@H]1C=C[C@@H]2O	3.7%[10 µM]	-1.3%[10 µM]
C=CC(C)(O)CC1[C@@]2(C)CCCC(C)(C)C2CC[C@]1(C)O (stereo partly specified)	2.0%	-26.0%
CO[C@H]1COC(=O)[C@H]2CCCN2C(=O)C/C=C\[C@@H](C)[C@H](OC)COC(=O)[C@@H](OCc2ccccc2)/C=C\[C@@H]1C	1.8%[10 µM]	-4.5%[10 µM]
OC[C@H]1O[C@@](CO)(O[C@H]2O[C@H](CO)[C@@H](O)[C@H](O)[C@H]2O)[C@@H](O)[C@@H]1O	25.0%	-3.4%
CN(C)c1nc(-c2ccoc2)nc2ccccc12	18.5%	-3.2%
C[C@@H](c1ccccc1)N1C(=O)[C@H]2[C@@H]3[C@H](O)C=CC(=O)[C@H]3CC[C@H]2C1=O	?	-12.5%[10 µM]
C=C(C)C(=O)/C=C/CCC/C=C/C(=O)OCC	-1.4%	-1.1%

Complete entries, quoted from the list. Values in the order: RORgamma inh	VP16 counter
`C=CC(=O)N1C(=O)c2ccccc2S1(=O)=O` across the screens: 16.9%	-15.1%
`OC[C@H]1O[C@@](CO)(O[C@H]2O[C@H](CO)[C@@H](O)[C@H](O)[C@H]2O)[C@@H](O)[C@@H]1O` across the screens: 25.0%	-3.4%
`CN(C)c1nc(-c2ccoc2)nc2ccccc12` across the screens: 18.5%	-3.2%
`CC(CN(C)C)CN1c2ccccc2Sc2ccc(C(F)(F)F)cc21` (stereo unspecified) across the screens: 10.9%	-7.1%
`COc1ncc2nc(-c3ccccc3)c(=O)n(C)c2n1` across the screens: 1.8%	-8.2%

(continued)
SMILES	RORgamma inh	VP16 counter
O=C(c1cnccn1)N1CCC2(CC1)CN(c1cccc(-c3ccccc3)c1)C2	-3.5%	5.01µM*
COc1ccc2c(c1)C(c1ccccc1C)CC(=O)O2 (stereo unspecified)	-5.1%[96.6 µM]	-12.4%[96.6 µM]
COCCn1c(=O)c(-c2cc(F)cc(F)c2)nc2cncnc21	-1.0%	2.0%
C/C(CCN1CCCCc2nc(C)c(C)cc21)=N\OC[C@@H](O)[C@@H]1O[C@@H]2OC(C)(C)O[C@@H]2[C@H]1O	18.5%[10 µM]	4.3%[10 µM]
CCC1=C2CC[C@H]3C(=O)NC(=O)[C@H]3[C@H]2[C@@]2(Cc3ccccc3)C(=NCc3ccccc3)OC(=O)N2C1=O	-0.5%	9.8%
O=c1c(-c2ccccc2)nc2cncnc2n1C1CC1	-10.4%	7.9%
COc1ncc2nc(CCc3ccccc3)c(=O)n(CCC#N)c2n1	-7.3%	11.6%
CCCn1c(-c2ccc(F)cc2)nc2c(NCC(C)(C)CN(C)C)nc(C)nc21	-22.0%	-2.7%
COc1ccc(S(=O)(=O)N(CCO)c2ccccc2CN(C)CC=Cc2ccc(Cl)cc2)cc1	-40.5%	14.1µM*
CN(C)C=O	-11.2%&25.4%	6.8%&8.9%
CCCn1c(-c2ccc(F)cc2)nc2c(NCCN3CCCCC3)nc(C)nc21	3.9%	0.9%
O=c1cnc2cnc(Oc3cccc(Cl)c3)nc2n1C[C@H]1CCCO1	-19.1%	-8.3%
C=C(C(C)=O)C(O)c1cccc(OC)c1 (stereo unspecified)	-2.8%	6.9%
CC(=O)C1=C(O)C=C2Oc3c(C(C)=O)c(O)c(C)c(O)c3[C@]2(C)C1=O	13.6%	-6.6%
O[C@H](CCCN1CCN(c2ncc(F)cn2)CC1)c1ccc(F)cc1	12.6%	-2.6%
CC(=O)OC1CC(C)OC(C)O1 (stereo unspecified)	3.9%	-3.5%
COc1ccc(C(=O)N2CCC3(CC2)CN(c2ccncc2)C3)cc1	-1.4%	-9.4%
C=C1CCN(C(Cc2ccccc2)C(=O)NCc2ccc(Cl)c(Cl)c2)S(=O)(=O)c2ccccc21 (stereo unspecified)	-0.5%	1.2%
COC1CC(O[C@H]2/C(C)=C/CC3CC(C[C@]4(CCC(C)C(C5CCCCC5)O4)O3)OC(=O)[C@H]3C=C(C)/C(=N/O)C4OC/C(=C\C=C\[C@@H]2C)[C@@]43O)OC(C)C1O (stereo partly specified)	16.4%	-2.1%
CC(=O)NCCNc1nc(-c2ccccc2CN(C)C)nc2ccccc12	-11.5%	1.2%
CCCCC[C@H](O)/C=C/C=C\C/C=C\CCCCCCC(=O)O	2.9%	-2.0%
CC(C)(C)c1cc(C(=O)/C=C/c2ccc(C(=O)O)cc2)cc(C(C)(C)C)c1	7.08µM*	?
COc1ccc2c(c1)O[C@@H](c1cccc(C(F)(F)F)c1)[C@H](OC(=O)NS(=O)(=O)c1ccc(C)cc1)C2=O	3.0%	-2.7%
C/C(CCC(=O)OC[C@@H]1O[C@H](C#Cc2ccccc2)C=C[C@@H]1Oc1ccc(C)cc1)=N/O[C@@H](C)CN1CCCc2nc(C)c(C)cc21	-4.5%[10 µM]	0.2%[10 µM]
NC(N)=NCCC[C@H](N)C(=O)N1CCC[C@H]1C(=O)N1CCC[C@H]1C(=O)NCC(=O)N[C@@H](Cc1ccccc1)C(=O)N[C@@H](CO)C(=O)N1CCC[C@H]1C(=O)N[C@@H](Cc1ccccc1)C(=O)O	5.6%	-0.7%
CCN1C(C)=C(C(=O)OC)C(c2ccccc2)N2C(=O)[C@](O)(C(=O)OC)C(c3ccccc3)C(C(=O)c3ccccc3)=C12 (stereo partly specified)	11.5%[10 µM]	0.4%[10 µM]
CCCCCCC1=Cc2cc(OC)c(OC)cc2C(C(C(C)=O)C(=O)OCC)O1 (stereo unspecified)	-13.3%[10 µM]	-9.9%[10 µM]
CN(C)Cc1ccccc1-c1cncnc1Nc1ccc(F)cc1	1.9%	-0.3%
CN(C)Cc1ccccc1	-8.1%	-0.8%
COc1ccc(-c2nc3cnc(N(C)C)nc3n(C[C@H]3CCCO3)c2=O)cc1	-15.8%	0.5%
CC(C)NC(=O)N1CC2(CCN(C(=O)c3ccco3)CC2)C1	-7.7%	-1.0%
OC1OC[C@H](O)[C@@H](O)[C@@H]1O (stereo partly specified)	11.0%	-0.2%
Cc1cccc(CNc2ncncc2-c2cccnc2)c1	0.4%	1.4%
C=C(C)C(=O)OC	-8.2%	-6.9%
CCCCCCCCCCCCCCCC(=O)OCC(NC(=O)C(Cl)Cl)C(O)c1ccc([N+](=O)[O-])cc1 (stereo unspecified)	-21.2%	-11.7%
Cc1cc(=O)cc2oc3cc(N)c(-c4c(C)cc(O)cc4O)c(C)c3nc1-2	-41.3%	-25.5%
O=C(c1ccncc1)N1CCC2(CCCN(Cc3ccccc3)C2)CC1	-7.6%	3.6%
O=c1c(-c2ccc(Cl)cc2)nc2cnc(N3CCNCC3)nc2n1Cc1cccs1	-11.5%	?
CC/C=C\C/C=C\C/C=C\C/C=C\C/C=C\C/C=C\CCC(=O)NCC(=O)O	8.7%	-1.7%
CN(Cc1ccco1)c1nc(-c2ccccc2C(F)(F)F)nc2ccccc12	30.5%	6.9%
CCCCC1=CC2=C(OC(C)=O)C(=O)C(C)(OC(=O)CC)C(=O)C2=CO1 (stereo unspecified)	-2.4%	4.8%
CC(C)c1onc(-c2c(Cl)cccc2Cl)c1COc1ccc(/C=C/c2cccc(C(=O)O)c2)c(Cl)c1	-44.9%	5.62µM*
CC(=O)O[C@@H](C)C[N+](C)(C)C	-16.0%[2.98 µM]	-1.5%[17 µM]
COCC(=O)N1CCC2(CC1)CCN(c1ncccn1)CC2	-1.1%	-0.9%
COC(=O)NC(/C(C(=O)OC)=C(\C)NCc1ccccc1)c1ccc(Cl)cc1 (stereo unspecified)	2.7%[10 µM]	0.2%[10 µM]
CCOC(=O)C1=C(C)NC(C)=C(C(=O)OCC)C1c1ccccc1C=CC(=O)OC(C)(C)C	3.0%[10 µM]	?
C[Se]CC[C@H](N)C(=O)O	30.5%	-0.5%
C[C@H](NC(c1cccc2nc(O)c(O)nc12)P(=O)(O)O)c1ccc(Br)cc1 (stereo partly specified)	-7.3%	3.7%
COCCn1c(=O)c(-c2cn(C)c3ccccc23)nc2cnc(Oc3ccc(OC)cc3)nc21	4.8%	4.4%
c1cncc(-c2cncnc2-n2ccnc2)c1	2.4%	7.3%
CCNC(=O)CCC(N)C(=O)O (stereo unspecified)	1.2%	2.4%
COCCn1c(=O)cnc2cnc(N3CCOCC3)nc21	-6.6%	0.5%
COC(=O)N1CCC2(CC1)CN(c1ccncc1)C2	-22.0%	-0.6%

Some of the compounds tested; rates above refer to the full screens.
